# High-throughput results deposited in PubChem by National Center for Advancing Translational Sciences (NCATS).
# S3 lipid droplet: qHTS Assay for Lipid Storage Modulators in Drosophila S3 Cells; lipid storage change, negative = inhibition, % at the top dose, mostly 46.1 µM; hits show Potency in µM; 0.64% of 320,000 active; Drosophila S3 cells, BODIPY lipid droplet fluorescence, 18-24 h; cells fed with added oleic acid; active = well fitted inhibition curve with a large enough effect in the signal ratio, with a control signal flat, not every such curve was filed as active; inconclusive = small, poorly fitted or top-dose-only effect, or effect the other way, or a change in a side signal; the % refers to the signal ratio
#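 Laser-scanning cytometry quantifies lipid droplet accumulation (500–530 nm total intensity; droplet/cell object ratio) in oleic acid-fed (400 uM added) Drosophila S3 cells treated with a concentration series. 20 uM Triacsin C defined 100% inhibition.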
# S3 lipid droplet cell count max: further read-out of S3 lipid droplet, marked with its call; cell number change, %; measured here: cell count max response;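 cells counted by Cell Tracker Red CMTPX staining in the red channel; peak over a dose series mostly up to 46.1 µM; percent activity relative to internal control wells on each plate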
# * marks the source's active call; other numbers are inactive results; i = inactive; ? = inconclusive; · = not tested or not shown; [ ] = dose if it differs, or a comment. % is scaled to controls: 0 for no effect and ±100 for the full control effect; potency is read from the fitted curve at half-maximal effect. Only part of the results is shown, so the mix of outcomes need not match the whole.
# Screens in order: S3 lipid droplet | S3 lipid droplet cell count max
COc1ccc(Nc2nc(N)nc(COc3ccc(OC)cc3)n2)cc1
    ? | ·
COc1ccc(CN(C)C(=O)C23CC4CC(CC(C4)C2)C3)c(OC)c1
    ? | ·
CN(C)c1cc(C(F)(F)F)nc(-c2ccccn2)n1
    ? | ·
CCc1cccc(C)c1NC(=O)c1ccc2nc(N3CCOCC3)sc2c1
    ? | ·
Nc1nnc(/C=C/c2ccccc2Cl)s1
    4% | 8
COc1cccc(C(=O)NNC(=O)Cc2ccc(Cl)cc2)c1
    ? | ·
O=C(COC(=O)c1ccc(Br)o1)Nc1ncc(Cl)cc1Cl
    ? | ·
CCCc1nnc(NC(=O)COC(=O)c2cc(C)nc3ccccc23)s1
    ? | ·
Cc1cc(C)n2nc(N)c(N=Nc3ccc(Cl)cc3)c2n1
    ? | ·
CN(C(=O)COC(=O)c1cc([N+](=O)[O-])ccc1Cl)c1ccccc1
    i | 5
COc1ccc(/C=C(\C#N)C(=O)NC2CCS(=O)(=O)C2)cc1OC (centres undefined)
    -8% | 1
CN1CCN(CC(O)COc2ccc(C34CC5CC(CC(C5)C3)C4)cc2)CC1 (centres undefined)
    ? | ·
O=C(Nc1cccnc1)C1CCCN(S(=O)(=O)c2ccccc2)C1 (centres undefined)
    ? | ·
Cc1ccc(C)c(OCC(=O)N2CCc3ccccc3C2)c1
    ? | ·
O=C(NCCc1nc2ccccc2[nH]1)c1cc([N+](=O)[O-])cc([N+](=O)[O-])c1
    -6% | -16
Cn1c(=O)c2c(nc(-n3ccnc3)n2Cc2ccc([N+](=O)[O-])cc2)n(C)c1=O
    ? | ·
O=c1nc2ccccc2c2n1CC(CN1CCN(Cc3ccccc3)CC1)N2 (centres undefined)
    13% | -1
C=CCOc1ccc(C=Nc2cccc(Cl)c2)c(O)c1
    ? | ·
Cc1nc(N2CCOCC2)nc(Oc2ccccc2F)c1[N+](=O)[O-]
    -2% | -18
Cc1ccc(C(=O)Nc2ccc(S(=O)(=O)N3CCCC3)cc2)s1
    ? | ·
CC1CCCN(C(=O)Cn2nnc(-c3ccc([N+](=O)[O-])cc3)n2)C1 (centres undefined)
    i | -4
NC(=O)c1ccc(-c2nnn(CC(=O)N(C3CCCCC3)C3CCS(=O)(=O)C3)n2)cc1 (centres undefined)
    ? | ·
Cc1cccc(CCN2CCN=C2N(C)C)c1
    1% | 7
Nc1oc2ccc(F)cc2c(=O)c1C=O
    ? | ·
COc1ccc(S(=O)(=O)N2CCC(NC(=O)c3cccnc3)CC2)cc1
    ? | ·
Cc1ccccc1S(=O)(=O)Cc1ccc(C(=O)NC2CCCC2)o1
    ? | ·
O=c1[nH]c2cc3ccccc3cc2nc1C(F)(F)F
    -4% | -9
CCc1ccc(CN2CCCC(CCC(=O)N3CCN(c4ccccn4)CC3)C2)o1 (centres undefined)
    9% | 6
O=C1C(=O)N(CCCN2CCOCC2)C(c2ccc([N+](=O)[O-])cc2)/C1=C(/O)c1ccc2c(c1)OCO2 (centres undefined)
    ? | ·
Cc1ccc(C)c(S(=O)(=O)N2CCCCC2CCNC(=O)C(=O)NCc2cccnc2)c1 (centres undefined)
    ? | ·
COc1ccc(N2CCN(C(=O)CN(c3ccccc3)S(=O)(=O)c3ccc(OC)cc3)CC2)cc1
    ? | ·
Clc1ccc(-n2ncc3c(NCc4ccc5c(c4)OCO5)ncnc32)cc1
    ? | ·
CCN(CC)C(=O)c1ccc(Oc2ccc([N+](=O)[O-])cc2Cl)cc1
    ? | ·
CCOc1ccc(NC(=O)N2CCC(NC(=O)C(Cc3cccc(F)c3)NC(C)=O)CC2)cc1 (centres undefined)
    ? | ·
CC1CCC(C(=O)c2c(O)c3ccccc3oc2=O)CC1 (centres undefined)
    ? | ·
CCOC(=O)N1CCC(=NNc2nc(C)cc(=O)[nH]2)CC1
    ? | ·
O=C(O)C/C=C(\NC(=O)OCc1ccccc1)C(=O)OCc1ccccc1
    4% | 16
Cn1c(N)c(Sc2ccccc2[N+](=O)[O-])c(=O)n(C)c1=O
    ? | ·
Cc1ccc(OCCCC(=O)Nc2nccs2)cc1
    ? | ·
Cc1cccc(C(=O)OC(C)C(=O)N2CCc3ccccc3C2)c1C (centres undefined)
    ? | ·
Cc1nc(COC(=O)c2ccc(S(=O)(=O)N3CCCC3)cc2)cs1
    17% | 19
O=C(Cn1cnc2ccccc2c1=O)Nc1nnc(C2CC2)s1
    9% | 4
CCOC(=O)C1(CC2CC2)CCN(C(=O)c2cc(C)nc3ccc(CC)cc23)CC1
    ? | ·
CCOC(=O)c1oc2ccc(S(=O)(=O)n3nc(-c4ccc(C)cc4)cc3N)cc2c1C
    3% | 39
COc1ccc(NC(=O)C2CCCN2S(=O)(=O)c2ccc3c(c2)CCC(=O)N3)cc1Cl (centres undefined)
    i | -17
N#Cc1c(-c2ccccc2)c(-c2ccccc2)n[nH]c1=O
    ? | ·
COc1ccc(CCNCc2ccc(OCc3ccccc3)cc2)cc1
    ? | ·
CC(=O)N1CCN(C(=O)CCc2cc(C(C)(C)C)c(O)c(C(C)(C)C)c2)CC1
    3% | 17
CCOC(=O)c1ccc(NC(=O)N(CC)CC)cc1
    ? | ·
O=C1NC2(CCc3ccccc3C2)C(=O)N1CCOc1cccc(Cl)c1 (centres undefined)
    12% | 19
Cc1ccc(S(=O)(=O)NC(CC(=O)N2CCOCC2)c2ccco2)cc1 (centres undefined)
    ? | ·
Cc1ccc(S(=O)(=O)N2CCN(CC(=O)N/N=C/c3cc([N+](=O)[O-])ccc3Cl)CC2)cc1
    -4% | -9
CCNC(=O)COc1ccc(-c2ccccc2)cc1
    ? | ·
COc1ccc(NC(=O)CN(C)C(=O)c2cc(-c3ccc(C)o3)nc3ccccc23)cc1
    ? | ·
Cc1ccc2oc(=O)c3cc(C(=O)NCCCN4CCCCCC4)sc3c2c1
    ? | ·
O=C(/C=C/c1ccccc1)NC1CC2CCC1C2 (centres undefined)
    ? | ·
FC(F)(F)c1ccccc1NC1=NCCC1
    0% | ·
O=C(Nc1nnc(SCc2ccc(F)cc2)s1)c1cnccn1
    ? | ·
COc1cccc(C=Nc2cc(C)on2)c1O
    ? | ·
O=C1OC(c2ccccc2)=C/C1=C/c1cccs1
    ? | ·

# Later entries:
# Screens in order: S3 lipid droplet | S3 lipid droplet cell count max
O=C1CCCC2=C1C(c1ccncc1)c1c(nc(SCc3ccccc3)[nH]c1=O)N2 (centres undefined)
    ? | ·
Cc1cc(C)c(C)c(S(=O)(=O)NCC(=O)O)c1C
    ? | ·
CC(C)=CCSc1nnc(CCNC(=O)OC(C)(C)C)o1
    i | ·
Cc1cc(NC(=O)COc2ccccc2C#N)no1
    8% | 6
O=C(COC(=O)c1ccc(S(=O)(=O)Nc2ccccc2)cc1)NCC1CCCO1 (centres undefined)
    ? | ·
CCn1c(=N)c(C(=O)NCCCOC)cc2c(=O)n3cccc(C)c3nc21
    i | 22
Cc1ccc2c(CN3CCCc4ccccc43)cc(=O)oc2c1C
    i | -12
Cc1ccsc1/C=N/Nc1nc2ccccc2[nH]1
    -26% | -13
O=C(NCc1ccncc1)C(=O)NCC1OCCCN1S(=O)(=O)c1ccc(F)cc1 (centres undefined)
    21% | 6
Clc1ccc(C2[C@H]3CN(Cc4cccnc4)[C@H](c4ccccc4)C34CC2(c2ccccc2)C4)cn1 (some centres undefined)
    9% | 4
CCOC(=O)c1c(NC(C)=O)sc2c(O)c(Br)ccc12
    -8% | -1
CCCCn1c(=O)c(CCC(=O)OCC(=O)Nc2ccc(F)c(Cl)c2)nc2ccccc21
    ? | ·
CC(C)c1ccc(NC(=S)NNC(=O)C2CC2)cc1
    -14% | -21
CCc1ccccc1NC1c2ccccc2C(=O)N1c1cc(C)ccn1 (centres undefined)
    7% | -2
O=C(/C=C\c1ccco1)Oc1cccc2cccnc12
    6% | 26
COc1ccc(C(=O)NCc2nnc(SCC(=O)Nc3cc(Cl)ccc3OC)o2)cc1
    -4% | 4
COc1cccc2sc(Nc3nnc(-c4ccccc4Cl)o3)nc12
    -1% | 0
COc1cc(/C=C/c2nc3ccccc3c(=O)[nH]2)cc(Br)c1O
    ? | ·
COc1ccc(C2CC(=O)C(C3NCCc4ccccc43)=C(O)C2n2cncn2)cc1 (centres undefined)
    ? | ·
COCCSc1ccccc1C(=O)NCc1ccc(S(N)(=O)=O)cc1
    5% | 13
O=C(CN1C(=O)NC2(CCCCC2)C1=O)Nc1ccc(F)cc1
    13% | 11
COc1cc(OC)cc(C(=O)N(CN2CCCC2=O)c2ccccc2OC)c1
    2% | -18
CC(C)C[C@H](NC(=O)N1CCN(c2ccccc2)CC1)C(=O)O
    6% | 2
O=C(Nc1ccc(Br)cc1F)c1ccc2c(c1)OCCO2
    i | 4
O=C1C2C3C=CC(C4CC34)C2C(=O)N1/N=C/c1ccc([N+](=O)[O-])s1 (centres undefined)
    ? | ·
O=C(Nc1ccccc1)Nc1nnc(-c2ccccc2)o1
    ? | ·
CC(C)c1nc2oc3c(=O)[nH]cnc3c2c2c1COC(C)(C)C2
    ? | ·
O=C(N/N=C/c1ccco1)c1cc(=O)[nH]c2ccccc12
    0% | -8
O=C(Nc1ccc([N+](=O)[O-])cc1Br)c1cccnc1
    i | 1
CC(=O)c1c(C)[nH]c(C(=O)N2CCN(c3cc(Cl)ccc3C)CC2)c1C
    ? | ·
COc1ccc(CC(=O)NCC2CCCN(Cc3cccc(SC)c3)C2)cc1 (centres undefined)
    ? | ·
C[C@@H](CSc1ccccc1)CN1CC[C@H](C(C)(C)C)CCC1=O
    ? | ·
O=C(COC(=O)CNC(=O)c1cccc(F)c1)NCCC1=CCCCC1
    -1% | -14
O=C(O)C/C(=C\c1cc(Cl)c2c(c1)OCO2)c1nc2ccccc2s1
    ? | ·
CCOC(=O)CN1C(=O)S/C(=C/C=C/c2ccc(N(C)C)cc2)C1=O
    ? | ·
O=C(c1c(F)cccc1F)N1CCN(c2ncccn2)CC1
    ? | ·
COc1cccc(-c2ccc(NC(=O)C3CCCN(Cc4cnn(C)c4C)C3)cc2)c1 (centres undefined)
    ? | ·
COc1ccc(-c2cn(Cc3ccc(C(N)=O)cc3)c(-c3ccc(Cl)nc3)n2)cc1
    ? | ·
CCCCN(C)C(=O)CCC(=O)Nc1ccc2nc(N3CCN(C)CC3)cc(C)c2c1
    -9% | -8
CCn1c(/C=C/N(C(C)=O)c2ccccc2)[n+](CCCS(=O)(=O)[O-])c2cc(Cl)c(Cl)cc21
    9% | -2

# By substructure, the entries above with a thiophene ring, fused or not (6)
# Screens in order: S3 lipid droplet | S3 lipid droplet cell count max
Cc1ccc(C(=O)Nc2ccc(S(=O)(=O)N3CCCC3)cc2)s1
    ? | ·
Cc1ccc2oc(=O)c3cc(C(=O)NCCCN4CCCCCC4)sc3c2c1
    ? | ·
O=C1OC(c2ccccc2)=C/C1=C/c1cccs1
    ? | ·
Cc1ccsc1/C=N/Nc1nc2ccccc2[nH]1
    -26% | -13
CCOC(=O)c1c(NC(C)=O)sc2c(O)c(Br)ccc12
    -8% | -1
O=C1C2C3C=CC(C4CC34)C2C(=O)N1/N=C/c1ccc([N+](=O)[O-])s1 (centres undefined)
    ? | ·

# New compounds follow:
# Screens in order: S3 lipid droplet | S3 lipid droplet cell count max
CCN(CC)C(=O)Cn1c(=O)n(CCCC(=O)NCc2ccc3c(c2)OCO3)c(=O)c2sccc21
    ? | ·
O=C(NCC1([N+](=O)[O-])CN(C(=O)c2ccccc2)CN(C(=O)c2ccccc2)C1)c1ccccc1
    8% | 12
COc1ccc(/C=N/Nc2nn3cnnc3c3ccccc23)cc1
    ? | ·
O=C1Nc2ccc(Br)cc2C1(O)Cc1ccccn1 (centres undefined)
    -1% | 2
N#Cc1c(-c2ccc(F)cc2)nc(-c2ccccc2)[nH]c1=O
    2%[9.22 µM] | 2
O=C(Nc1ccc2c(c1)OCCO2)c1ccco1
    -7% | -1
O=C(NCc1ccc2c(c1)OCO2)c1ccc(N2CCCCCC2)c([N+](=O)[O-])c1
    5% | -1
CCCCNc1c([N+](=O)[O-])c(=O)n(C)c2ccccc12
    ? | ·
Cc1ccc(C2CCN(C(=S)Nc3cccc(C)c3)C2)cc1 (centres undefined)
    -1% | ·
COc1ccccc1OCCSc1nc2ccccc2n1CC(O)CO (centres undefined)
    i | -22
Cc1cccc(NC(=O)CSc2nnc(NC(=O)C3CCC3)s2)c1
    ? | ·
Cc1ccc(NC(=O)c2nnn(-c3ccc4c(c3)OCCO4)c2N)cc1
    ? | ·
COc1cc(C(=S)N2CCOCC2)ccc1OS(=O)(=O)c1ccc(Cl)cc1
    ? | ·
Cc1csc(NC(=O)c2ccccc2C(=O)O)n1
    ? | ·
COc1ccccc1Nc1nc(N)nc(CSc2nc(C)cc(C)n2)n1
    -14% | -22
Cc1cc(F)ccc1S(=O)(=O)Nc1ccc(C(=O)N(C)Cc2ccco2)cc1
    ? | ·
COc1ccc(NC(=S)N2CCC(Cc3ccccc3)CC2)cc1OC
    ? | ·
COCCn1c(SCC(=O)c2ccc(F)cc2)nnc1C(C)C
    i | 21
COc1ccnc(Oc2cc(Cl)cc(Cl)c2)c1C#N
    10% | 17
O=C(Nc1cnccc1C(F)(F)F)NC1CCCCC1
    -1% | ·
Cc1ccc(N(CC(=O)NCc2ccc3c(c2)OCO3)S(C)(=O)=O)cc1
    17% | 1
